Source: PubChem BioAssay
L3MBTL1 block = L3MBTL1 (human) inhibition; Potency, µM (titrated, usually from 57.1 µM), without a hit: top-dose activity, negative = inhibition, most hits filed as inhibitors; AID 485360; hit rate 0.66% among 230,000; AlphaScreen L3MBTL1–H3K9me1 peptide binding; active = well fitted inhibition curve with a large enough effect; inconclusive = small, poorly fitted or top-dose-only effect; inactive = no such curve, though single readings can be large or run the other way; note: nearly all actives have a fitted effect of over 60% in size
Target sequence (Q9Y468 whole entry, looked up): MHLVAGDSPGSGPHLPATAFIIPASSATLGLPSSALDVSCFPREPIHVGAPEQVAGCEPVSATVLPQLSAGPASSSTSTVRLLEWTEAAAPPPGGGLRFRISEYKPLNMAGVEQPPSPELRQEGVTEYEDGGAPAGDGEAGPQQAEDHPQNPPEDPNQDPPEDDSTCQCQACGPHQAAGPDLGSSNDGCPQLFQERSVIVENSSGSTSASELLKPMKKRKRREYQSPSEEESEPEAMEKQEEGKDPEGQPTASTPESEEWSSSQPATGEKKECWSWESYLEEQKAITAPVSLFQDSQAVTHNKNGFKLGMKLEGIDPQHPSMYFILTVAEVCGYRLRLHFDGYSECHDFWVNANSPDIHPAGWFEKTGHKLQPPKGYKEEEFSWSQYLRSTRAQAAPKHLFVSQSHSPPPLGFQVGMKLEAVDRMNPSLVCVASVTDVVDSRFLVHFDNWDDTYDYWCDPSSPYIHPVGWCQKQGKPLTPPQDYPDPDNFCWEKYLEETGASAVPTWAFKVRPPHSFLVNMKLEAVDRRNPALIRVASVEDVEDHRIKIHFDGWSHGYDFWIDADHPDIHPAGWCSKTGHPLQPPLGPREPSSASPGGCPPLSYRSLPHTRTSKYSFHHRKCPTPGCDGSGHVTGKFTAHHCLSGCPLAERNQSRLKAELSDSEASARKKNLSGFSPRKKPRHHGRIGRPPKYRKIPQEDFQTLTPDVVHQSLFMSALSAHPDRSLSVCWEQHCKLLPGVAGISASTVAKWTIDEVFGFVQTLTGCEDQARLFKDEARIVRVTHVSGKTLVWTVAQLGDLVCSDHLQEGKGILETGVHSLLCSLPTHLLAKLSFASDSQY
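First, the protein-peptide complex forms for 30 min at room temperature (L3MBTL1 50 nM, biotinylated H3K9me1 peptide 75 nM). Next, compounds are pin-transferred and incubated 30 min. Finally, AlphaScreen beads are added and read after 30 min.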
The depositor's hits bear a star; ? = inconclusive; [ ] = dose if it differs, or a comment. % is set by controls: 0 for no effect and ±100 for the full control effect; potency is the fitted concentration of half-maximal effect.

SMILES	L3MBTL1 block
CCC(C)(C)c1ccc(OCC(=O)Nc2ccncc2)cc1	3%
CSCCC(NS(=O)(=O)c1ccccc1)C(=O)OC(C)C(=O)Nc1ccc(Cl)cn1 (configuration not stated)	-9%
CCOC(=O)[C@H]1[C@H]2COc3ccc(OC)cc3[C@@H]2N2C(=O)c3cc(OC)c(OC)cc3NC(=O)[C@@]12C	0%
N#CCCN(CCC#N)C(=O)C1c2ccccc2Oc2ccccc21	0%
Cc1ccc(SCC(=O)OCC(=O)NCc2cccs2)cc1	-1%
COc1ccccc1NC(=O)Nc1nc(CC(=O)NCc2ccccn2)cs1	0%
N/C(=N\OC(=O)c1ccccc1Br)c1ccc([N+](=O)[O-])cc1	0%
Fc1ccc(-[n+]2nc(Nc3ccccc3)sc2-c2ccc(OCc3ccccc3)cc2)cc1	-10%
CC(=O)c1cc(Cl)ccc1OCC(=O)Nc1cccc(S(=O)(=O)N2CCCC2)c1	25%
CC(=O)Nc1ccccc1C(=O)C(=O)Nc1ccc(F)c(Cl)c1	2%
COc1ccc(-c2sc3ccc(N4CCOCC4)cc3c2C#CC(C)(C)O)cc1	0%
C[C@H](CO)N1C[C@H](C)[C@@H](CN(C)Cc2ccc(Cl)c(Cl)c2)Oc2c(NC(=O)CCC(F)(F)F)cccc2C1=O	-4%
CCN(C(=O)C1CCCN(c2nc(-c3ccc(OC)cc3)no2)C1)c1ccc(OC)cc1 (configuration not stated)	-4%
COc1cc(/C=C/C(=O)OCC(=O)NCCCc2ccccc2)cc(OC)c1OC	7%
O=Cc1ccc(N2Cc3ccccc3C2)cc1	-6%
O=C(NCc1ccncc1)c1cccc(S(=O)(=O)N2CCc3ccccc32)c1	0%
C#CCOc1coc(COC(=O)c2ccccc2)cc1=O	-2%
CSc1ccccc1NC(=O)CN(C)C(=O)c1c(C)nn(Cc2ccccc2)c1C	0%
COc1cccc(C(=O)NCCS(=O)(=O)NCC2CCCO2)c1 (configuration not stated)	3%
CC(C)(C)OC(=O)NCCCCCNC(=O)c1nc[nH]c1C(=O)NCc1ccccc1	-13%

Grouped by structure: those above with a halogen
SMILES	L3MBTL1 block
CSCCC(NS(=O)(=O)c1ccccc1)C(=O)OC(C)C(=O)Nc1ccc(Cl)cn1 (configuration not stated)	-9%
N/C(=N\OC(=O)c1ccccc1Br)c1ccc([N+](=O)[O-])cc1	0%
Fc1ccc(-[n+]2nc(Nc3ccccc3)sc2-c2ccc(OCc3ccccc3)cc2)cc1	-10%
CC(=O)c1cc(Cl)ccc1OCC(=O)Nc1cccc(S(=O)(=O)N2CCCC2)c1	25%
CC(=O)Nc1ccccc1C(=O)C(=O)Nc1ccc(F)c(Cl)c1	2%
C[C@H](CO)N1C[C@H](C)[C@@H](CN(C)Cc2ccc(Cl)c(Cl)c2)Oc2c(NC(=O)CCC(F)(F)F)cccc2C1=O	-4%

The list continues:
SMILES	L3MBTL1 block
OCC[C@@H]1C[C@@H](O)[C@H](O)[C@]2(Cc3ccccc3CCO2)O1	8%
CN(C(=O)c1ccccc1C(=O)OCC(=O)Nc1ccc(OC(F)F)cc1)c1ccccc1	30%
COc1ccc(-c2sc3ccc(N4CCOCC4)cc3c2C#CC2(O)CCCCC2)cc1	-2%
CCc1nc2ccccc2c(C(=O)OCC(=O)NC2CC2)c1C	3%
COc1ccc(CN2CCN(CC3CC3)CC2CCO)cc1C (configuration not stated)	1%
Cn1c(SCC(=O)NCc2ccco2)nnc1C1CC1	-2%
Cc1ccc(S(=O)(=O)N2CCC(C(=O)NNC(=O)c3ccccc3O)CC2)cc1	-2%
CSc1ccc(C2=CC(=O)C[C@H](c3ccc(Cl)cc3)C2)cc1	7%
O=C(Nc1nnc(-c2ccc(Br)cc2)o1)C1=COCCO1	-13%
COc1cc(NC(=O)CCN2C(=O)NC3(CCCC3)C2=O)c(OC)cc1Cl	-2%
CN(CC(=O)Nc1ccc(F)c(F)c1F)C(=O)C1CSC2(C)CCC(=O)N12 (configuration not stated)	9%
CC1CN(C)CCC1OC(=O)c1ccccc1 (configuration not stated)	-27%
COc1ccc(C(=O)Nc2ccc(C(=O)NCC3CCCO3)cc2)c(OC)c1OC (configuration not stated)	0%
CCCCN(C(=O)C1=COCCO1)c1c(N)n(CCC)c(=O)[nH]c1=O	-11%
NC(=O)c1ccccc1OCC(=O)Nc1ccc2c(c1)CCC2	-3%
O=C(NC(=S)Nc1ccccc1C(=O)O)c1cncc(Br)c1	4%
CC(NC(=O)CCC(=O)NC(C)c1ccccc1)c1ccccc1 (configuration not stated)	5%
Cc1nc(NCCc2ccccc2)c2nnn(Cc3ccccc3)c2n1	-6%
Cc1ccc(OCC(=O)N(C)CC(=O)Nc2ccc(F)c(F)c2F)cc1	11%
CCN(CC(=O)Nc1c(F)cccc1F)C(=O)c1ccc2c(=O)n3c(nc2c1)CCC3	-6%
CCCc1cc(=O)[nH]c2nnc(SCC(=O)Nc3cc(C)on3)n12	-2%
Cc1nc(C)c(C(=O)OCC(=O)Nc2cccc(C)c2C)s1	-6%
CCCCN(C(=O)COC(=O)c1nc2nccc(C)n2n1)C1CCS(=O)(=O)C1 (configuration not stated)	4%
O=S(=O)(c1ccc2ccccc2c1)N1CCNCC1	1%[2.29 µM]
Cc1ccc(CC2CC(=O)N(c3cc(C)ccc3C)C2=O)cc1 (configuration not stated)	18%
O=C(Cc1csc(NC(=O)Nc2ccc(Cl)cc2)n1)NCc1ccccn1	-6%
COC(=O)Cc1ccc(NC(=S)N2CCN(c3ccccn3)CC2)cc1	-6%
O=C(CSc1nc(=O)n(CCCN2CCOCC2)c2c1CCCC2)Nc1ccc(Cl)cc1	2%
O=C(CCC(F)(F)F)N1CCCC(CO)(CCc2ccccc2)C1 (configuration not stated)	3%
CCCCN(Cc1cc2cc(OC)ccc2[nH]c1=O)S(=O)(=O)c1ccc(C)cc1	-1%
COc1cc(/C=C/C(=O)OC[C@H]2O[C@H](OC3(CO)OC(CO)C(O)C3O)[C@H](O)[C@@H](O)[C@@H]2O)ccc1O (some centres not stated)	1%
CCOC(=O)C1CCCN(S(=O)(=O)CCNC(=O)c2ccccc2)C1 (configuration not stated)	0%
CCOC(=O)[C@H]1[C@H]2COc3ccc(OC)cc3[C@@H]2N2C(=O)c3cc(OC)ccc3NC(=O)[C@@]12C	-12%
Cc1ccc(NC(=O)c2nc[nH]c2C(=O)NCCCNC(=O)c2[nH]cnc2C(=O)Nc2ccc(C)cc2)cc1	11%
O=C(/C=C(O)/C=C/c1ccc(O)cc1)/C=C/c1ccc(O)cc1	13%
Cc1cc(C)c(C)c(S(=O)(=O)N2CCN(C(=O)c3ccncc3)CC2)c1C	6%
COC(=O)CCN(Cc1ccccc1)S(=O)(=O)c1ccccc1Br	12%
CC(=O)c1ccc(S(=O)(=O)Nc2ccc(C(=O)NC3CC3)cc2)cc1	4%
CC1(c2cccc(Br)c2)NC(=O)N(CC(=O)NCC2CCCO2)C1=O (configuration not stated)	-7%
Cc1nc(NCCc2ccc(O)cc2)c2nnn(Cc3ccccc3)c2n1	-3%
Cc1cc(F)ccc1NC(=O)C1CSC2(C)CCC(=O)N12 (configuration not stated)	4%
O=C(CC1C[C@H](C(=O)N2CCOCC2)[C@@]2(CCC3CCCC3)c3[nH]c4ccccc4c3CCN2C1=O)NCCc1ccccn1 (some centres not stated)	?
O=C1COc2cc(S(=O)(=O)CCC(=O)N3CCCCC3)c(Cl)cc2N1	3%
CN(C)C(CNC(=O)CSc1nc2sc3c(c2c(=O)n1C)CCCC3)c1ccccc1 (configuration not stated)	24%
CCN(CC(=O)Nc1ccc(NC(C)=O)cc1)C(=O)c1cc2c(s1)CCCC2	-5%
CCCc1cc(C(=O)OCC(=O)N(CCC)c2c(N)n(Cc3ccccc3)c(=O)[nH]c2=O)sc1C	-6%
COc1ccccc1C(=O)NC(=O)COC(=O)CNC(=O)c1ccccc1	0%
Cc1c(NC(=O)c2ccc(Cl)c([N+](=O)[O-])c2)cccc1-n1cnnn1	-3%
CC(NC(=O)CN(c1ccccc1F)S(C)(=O)=O)c1ccccc1 (configuration not stated)	-2%
CN1CCN(S(=O)(=O)c2ccc(NN)nc2)CC1	-11%
CC(C)(C)CC(=O)Nc1ccccc1N1CCN(c2ccc(F)cc2)CC1	-16%
NC(=O)CC(NC(=O)c1ccccc1)c1ccc(NC2CCN(Cc3ccccc3)CC2)c([N+](=O)[O-])c1 (configuration not stated)	-4%
CCN(CC)CCCn1c2c(c(SCC(=O)Nc3ccc(OC(F)(F)F)cc3)nc1=O)CCC2	-3%
CC(NC(=O)CN1CCCC1)c1ccccc1 (configuration not stated)	6%
Cc1cc(C)nc(NC(=O)CCN2C(=O)c3ccccc3S2(=O)=O)n1	10%
COc1ccc(NC(=O)CN(C)C(=O)Cc2c(C)nc3ccccc3c2C)cc1	-24%
O=C(CCCc1ccccc1)Nc1ccccc1C(F)(F)F	-5%[2.29 µM]
O=C(Nc1ccc(Br)cc1)C1CC(c2c(F)cccc2Cl)=NO1 (configuration not stated)	5%
Cc1cccc(C(=O)c2cn[nH]c2-c2ccc(C)cc2O)c1	5%[2.29 µM]
Cc1ccc(-n2ccnc(SCC(=O)NCCc3ccccc3)c2=O)cc1F	-4%

Looked up above.
Value for `CCN(CC(=O)Nc1ccc(NC(C)=O)cc1)C(=O)c1cc2c(s1)CCCC2` in L3MBTL1 block: -5%
Value for `O=C1COc2cc(S(=O)(=O)CCC(=O)N3CCCCC3)c(Cl)cc2N1` in L3MBTL1 block: 3%
Value for `Cc1cccc(C(=O)c2cn[nH]c2-c2ccc(C)cc2O)c1` in L3MBTL1 block: 5%[2.29 µM]
Value for `O=C(Nc1ccc(Br)cc1)C1CC(c2c(F)cccc2Cl)=NO1` (configuration not stated) in L3MBTL1 block: 5%
Value for `Cc1c(NC(=O)c2ccc(Cl)c([N+](=O)[O-])c2)cccc1-n1cnnn1` in L3MBTL1 block: -3%

(continued)
SMILES	L3MBTL1 block
Cn1nc(C(=O)Nc2nc(-c3ccccn3)cs2)c2ccccc2c1=O	-19%
COc1ccc(NS(=O)(=O)c2c(F)cccc2F)cc1S(=O)(=O)N1CCOCC1	-2%
COC(=O)c1c(C)[nH]c(C(=O)COc2ccc3ccc(=O)oc3c2)c1C	-2%
CCOC(=O)CCCCCC(=O)Nc1ccc2c(c1)C(=O)N([C@H](C)CO)C[C@H](C)[C@@H](CN(C)C(=O)Nc1ccc(OC)cc1)O2	1%
CCOc1ccc(C(=O)N2CCc3ccccc32)cc1	2%
C[C@@H](CN1CCC[C@H]1CN1C(N)=NC[C@@H]1Cc1ccccc1)N1C[C@@H](Cc2ccccc2)N(CCCC2CCCC2)C1=N	6%
COC(=O)C1CCN(C(=O)c2cc(-c3ccco3)nc3ccccc23)CC1	0.79µM*
COc1cccc(NC(=O)c2cnc(SC)nc2)c1	11%
O=C(O)c1cccc2c1C(=O)c1ccc(Cl)cc1S2(=O)=O	13%
CCOc1ccc(OCCC(=O)OCC(=O)N2CCN(c3ccc(OC)cc3)CC2)cc1	-1%
CCN(CC(=O)Nc1ccc(OC)cc1)C(=O)Cc1cccs1	?
O=C(OCc1nc2scc(-c3ccccc3)c2c(=O)[nH]1)c1ccco1	5%
COc1ccc(/C=C/C(=O)N2CCN(S(=O)(=O)c3ccccc3Br)CC2)cc1OC	-2%
O=C1C=C(c2cc3ccccc3s2)C[C@@H](c2ccc(Cl)cc2)C1	-7%
CCN(C(=O)Cn1nc(C)c([N+](=O)[O-])c1C)C1CCS(=O)(=O)C1 (configuration not stated)	5%
CCOC(=O)[C@H]1[C@H]2COc3ccc(Br)cc3[C@@H]2N2C(=O)N(c3ccc(F)cc3)C(=O)[C@@]12C	2%
O=C(COC(=O)c1cc(Br)ccc1O)Nc1ccc2c(c1)OCCO2	0%
Fc1ccc(-c2csc(Nc3ccccn3)n2)cc1	-1%
CC1(C)O[C@@H]2[C@H](O1)[C@@H](CO)O[C@H]2n1c(N2CCCCC2)nc2c(N)ncnc21	-6%
C=CC[C@@H](CC(=O)N[C@@H](CO)Cc1ccccc1)C(=O)N[C@@H](COC(=O)[C@@H](CC=C)Cc1ccc(F)cc1)Cc1ccccc1	-3%
COc1ccc(S(=O)(=O)N2CCOCC2)cc1NC(=O)Cc1sc(C)nc1-c1ccc(F)cc1	-5%
CCN(CC(=O)Nc1c(F)cccc1F)C(=O)c1cc2ccccc2oc1=O	9%
CCCCn1c(N)c(N(C)C(=O)C2CC(=O)N(Cc3ccco3)C2)c(=O)[nH]c1=O (configuration not stated)	6%
O=C(COC(=O)COc1ccccc1F)Nc1ccc2c(c1)OCO2	37%[activator]
O=C1COc2ccc(C(=O)COC(=O)c3ccc([N+](=O)[O-])cc3Cl)cc2N1	-8%
Cn1nnnc1Sc1ncnc2scc(-c3cccs3)c12	-1%
CCn1c(=O)c(C(=O)NCc2ccccc2)c(O)c2ccccc21	-2%
Cc1cccc(NS(=O)(=O)c2ccc(C)c(C(=O)NCc3ccccn3)c2)c1	-8%
O=C1CCC/C=C\C[C@@H](CC(=O)N(CCO)Cc2ccccc2)C(=O)NCCO1	31%[activator]
Cc1ccc(S(=O)(=O)N(C)CC(=O)NNC(=O)Cc2ccccc2F)cc1	-4%
CC(C)(C)OC(=O)N1CCC(NC(=O)c2[nH]cnc2C(=O)Nc2ccon2)CC1	-1%
N#Cc1c(-c2ccccc2)nc(SCc2ccc([N+](=O)[O-])cc2)[nH]c1=O	-6%
O=C(Cn1nc(C(=O)O)c2ccccc2c1=O)Nc1cccc(S(=O)(=O)N2CCOCC2)c1	4%
Cc1ccc(C(=O)NCC(=O)OCCCOC(=O)CNC(=O)c2ccc(C)cc2)cc1	-1%
C=CCC(O)(CC=C)CNC(=O)c1ccc(OC)c(OC2CCN(C(C)=O)CC2)c1	17%
CC(C)CCC1(C)NC(=O)N(CC(=O)Nc2ccc3c(c2)OCCO3)C1=O (configuration not stated)	-9%

Some of the entries above in another layout:
structure | L3MBTL1 block
O=C(COC(=O)COc1ccccc1F)Nc1ccc2c(c1)OCO2 | 37%[activator]
O=C1COc2ccc(C(=O)COC(=O)c3ccc([N+](=O)[O-])cc3Cl)cc2N1 | -8%

Some of the compounds tested; rates above refer to the full screens.
